Screening data deposited in PubChem BioAssay by National Center for Advancing Translational Sciences (NCATS).
AmpC inh detg = qHTS Inhibitors of AmpC Beta-Lactamase (assay with detergent); P00811; AmpC hydrolysis of nitrocefin, absorbance 480 nm, 0.01% Triton; Potency, µM (titrated, usually from 114 µM), inactives show at the highest dose activity change, negative = inhibition, usual class: inhibitors; hit rate 0.041% among 370,000; AID 485294, 2010;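 also: potency is read from the fitted curve at half-maximal effect; 0% = no-compound wells and -100% = no-enzyme wells; nearly all actives have a fitted effect of over 25% in size; some results filed as inactive show a strong effect at the top dose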
Target sequence (P00811 whole entry, looked up): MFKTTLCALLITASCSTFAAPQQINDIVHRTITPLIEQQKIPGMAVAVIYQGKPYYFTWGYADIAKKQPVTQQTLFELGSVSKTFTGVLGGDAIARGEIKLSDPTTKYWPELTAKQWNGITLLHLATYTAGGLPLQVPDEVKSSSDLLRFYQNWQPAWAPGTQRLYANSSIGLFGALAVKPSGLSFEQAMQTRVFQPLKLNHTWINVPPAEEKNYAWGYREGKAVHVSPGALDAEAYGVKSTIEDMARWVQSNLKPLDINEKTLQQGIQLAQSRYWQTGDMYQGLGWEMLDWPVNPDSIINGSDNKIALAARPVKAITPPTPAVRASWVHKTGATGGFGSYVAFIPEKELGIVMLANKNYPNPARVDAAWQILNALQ
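AmpC (5.3 nM in the dispensed reagent) in 20 mM phosphate pH 7.0 with 0.01% (detergent screen) or 0.0001% Triton X-100 was preincubated with compounds for 15 min at room temperature. Nitrocefin was then added from an 800 uM solution, and hydrolysis was followed at 480 nm.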
TbPYK inhibitor = qHTS of Trypanosoma Brucei Inhibitors. AID 624173, 2012. hit rate 0.12% among 410,000. Potency, µM (highest dose often 76.8 µM), inactives show at the top dose activity, negative = inhibition, usual class: inhibitors. TbPYK enzyme, Kinase-Glo Plus ATP luminescence, 45 min; also: potency is read from the fitted curve at half-maximal effect; nearly all actives have a fitted effect of over 50% in size
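Quantitative HTS: titrated library compounds versus trypanosomal pyruvate kinase in TEA buffer (pH 7.2) containing KCl, MgCl2, BSA and Tween-20. Reactions were initiated with ADP, 130 uM final. Kinase-Glo Plus luminescence was read after 45 min at RT.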
AMA1 RON2 block = qHTS for Inhibitors of AMA1-RON; Towards Development of Antimalarial Drug Lead: Primary Screen; Plasmodium falciparum AMA1 (3D7) - RON2 peptide interaction; AlphaScreen AMA1-biotinylated RON2 peptide binding; Potency, µM (series often up to 58.2 µM), without a hit: at the highest dose activity change, negative = inhibition, actives largely listed as inhibitors; hit rate 0.2% among 360,000; AID 720542, 2013;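 also: potency is read from the fitted curve at half-maximal effect; 0% = vehicle wells and -100% = peptide control; nearly all actives have a fitted effect of over 45% in size; some results filed as inactive show a strong effect at the top dose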
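AMA1 (3D7) with his tag at 25 nM final met compounds first, then biotinylated RON2 peptide at 25 nM; detection used donor plus acceptor beads, 10 µg/mL apiece, read by AlphaScreen after 30 min at room temperature.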
LmPK inh = qHTS Assay for Inhibitors of Leishmania Mexicana Pyruvate Kinase (LmPK); Q27686; purified LmPK, Kinase-Glo ATP luminescence, 1 h; Potency, µM (titrated, usually from 57.5 µM), without a hit: at the top dose activity change, negative = inhibition, actives largely listed as inhibitors; hit rate 0.37% among 290,000; AID 1721, 2009; also: potency is read from the fitted curve at half-maximal effect
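ATP generated from ADP (0.1 mM) and PEP (0.5 mM) by 0.1 nM LmPK over 1 h at room temperature (pH 7.2 imidazole buffer) was detected by coupled luciferase luminescence. Values were normalized to uninhibited and no-enzyme wells.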
HCMV inh = qHTS Assay for inhibitors of the human cytomegalovirus (HCMV); HFF cells, HCMV-luciferase reporter, 72 h; hits give low values; activity change, negative = inhibition, % at 57.5 µM; hit rate 4.5% among 410,000; AID 1259415, 2018; in the data active = activity change below about -60%; inconclusive = no clear call, values can overlap the other calls; inactive = above about -39%
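After 16 h attachment at 37C, HFF cells received test compound and HCMV-luciferase (1 PFU/cell); reporter luminescence read 72 h later, data normalized against buffer-only and known inhibitor Salinomycin.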
AmpC inh no detg = qHTS Inhibitors of AmpC Beta-Lactamase (assay without detergent); Potency, µM (titrated, usually from 57.1 µM), without a hit: at the top dose activity change, negative = inhibition, actives largely listed as inhibitors; hit rate 0.52% among 330,000; AmpC nitrocefin hydrolysis, absorbance 480 nm, 0.0001% Triton; AID 485341, 2010; P00811;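 also: potency is read from the fitted curve at half-maximal effect; plate controls were no compound for no effect and no enzyme for full effect; nearly all actives have a fitted effect of over 20% in size; some results filed as inactive show a strong effect at the top dose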
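AmpC (5.3 nM in the dispensed reagent) in 20 mM phosphate pH 7.0 with 0.01% (detergent screen) or 0.0001% Triton X-100 was preincubated with compounds for 15 min at room temperature. Nitrocefin was then added from an 800 uM solution, and hydrolysis was followed at 480 nm.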
Sm TGR inh = qHTS Assay for the Inhibitors of Schistosoma Mansoni Peroxiredoxins; Schistosoma mansoni thioredoxin glutathione reductase (TGR), Q962Y6; purified TGR, DTNB reduction, TNB absorbance 405 nm; Potency, µM (series often up to 114 µM), for inactives: at the top dose activity change, negative = inhibition, hits mostly inhibitors; hit rate 3% among 360,000; AID 485364, 2010; also: potency is read from the fitted curve at half-maximal effect; nearly all actives have a fitted effect of over 60% in size
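Kinetic colorimetric format: TGR-catalysed, NADPH-driven DTNB reduction monitored via TNB absorbance. Enzyme dispensed at 20 nM; compound exposure 15 min at room temperature before reaction start.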
An asterisk follows results filed as active; ? = inconclusive; . = not tested or not shown; [ ] = another dose, or the depositor's remark. Unless noted, calls follow the shape of the dose curve; as a rule, active = well fitted curve in the direction sought with a large enough effect; inconclusive = small, poorly fitted or top-dose-only effect, or another doubt; inactive = no such curve, though single readings can be large; an effect the other way counts as inactive or inconclusive. Unless noted, % is scaled to controls: 0 for no effect and ±100 for the full control effect.

smiles	AmpC inh detg	TbPYK inhibitor	AMA1 RON2 block	LmPK inh	HCMV inh	AmpC inh no detg	Sm TGR inh
Cn1c(=O)c2c(ncn2Cc2nnc(N)s2)n(C)c1=O	-1%	-1%	0%	1%	?	-2%	4%
CC(C)CCn1c(O)c(N=NC(=O)c2ccco2)c2ccccc21	-2%	-4%	-9%	4%	-28	25%	21%
CCC(=O)c1ccccc1OCCN1CCN(CC)CC1	2%	29%	?	-2%	-27	-9%	.
CCN(Cc1cc(OC)c(OC)c(OC)c1)C(=S)Nc1cccc(SC)c1	6%	-12%	-4%	13%	-20	20%	-6%
COc1cccc(CNC(=O)COC(=O)C2CCN(c3ccc(C(F)(F)F)cn3)CC2)c1	?	2%	-2%	.	-15	86%[activator]	0%
COc1cccc(CNC(=O)CCC2CCCN(C(=O)c3ccoc3C)C2)c1 (stereo not given)	-2%	-3%	-4%	5%	-19	10%	-31%
CCOc1ccc(CCNC(=O)c2cccc(-n3c(C)nc4cccnc43)c2)cc1	-4%	-5%[15.4 µM]	.	.	?	.	-2%
CCc1ccc(NC(=O)C2CCCN2S(=O)(=O)c2ccc3c(c2)CCCC(=O)N3)cc1 (stereo not given)	3%	6%	.	.	-34	.	11%
COC(=O)c1cc(OC)c(OC)cc1NC(=O)c1cccc(C)c1	5%	3%	-13%	-2%	?	-1%	.
CCOc1cc2c(cc1OCC)-n1cccc1C(c1cc(C)c(OC)cc1C)NC2 (stereo not given)	-4%	2%	-14%	-2%	-32	84%[activator]	13%
Cc1ccc(NC(=O)COC(=O)Cn2ccc(C(F)(F)F)n2)cc1Cl	7%	5%	17%	.	14	-1%	-5%
O=C(/C=C/c1ccccc1)NC(NC(=S)Nc1cc(Cl)ccc1Cl)C(Cl)(Cl)Cl (stereo not given)	-11%	-1%	10%	1%	-2	-44%	-7%
COc1cc(C2C=C(Nc3ccccc3)C(=O)N2c2ccccc2)ccc1O (stereo not given)	?	-11%	-16%	7%	17	-17%	-21%
CC(C)(C)N(Cc1ccccc1)C(=O)COC(=O)c1cccc([N+](=O)[O-])c1	-5%	0%	-3%	7%	-12	28%	-3%
COc1ccccc1NC(=O)CSc1nc2nc(C)cc(C)c2c(=O)[nH]1	?	2%	37%[activator]	-10%	2	-20%	3%
CC(C)CCOP(=O)(c1ccc(N(C)C)cc1)C(O)c1ccc(C(C)C)cc1 (stereo not given)	0%	1%	-20%	6%	-24	75%[activator]	-2%
Cc1cc(NS(=O)(=O)c2ccc(NC(=O)c3cc4cc(Br)ccc4oc3=O)cc2)no1	3%	0%	0%	-1%[11.5 µM]	?	-13%	10%
CCOc1ccc(NC(=O)NCCc2c(C)nn(C)c2C)cc1	9%	4%	.	.	3	.	-1%
CCCCN(C)CCCNC(=O)c1ccc(N2CCCC2=O)cc1	0%	0%	-9%	5%	-7	-6%	-16%
Cn1nnnc1SCC(=O)Nc1cccc([N+](=O)[O-])c1	-8%	-5%	-3%	7%	-68*	-11%	-7%
O=C(c1cc(COc2ccc(-n3cncn3)cc2)on1)N1CCCC1	.	-5%	-6%	.	31	.	.
NC(=O)Cn1cc(/C=N\NS(=O)(=O)c2cccc([N+](=O)[O-])c2)c2ccccc21	4%	-4%	-1%	1%	?	4%	-18%
O=C(O)C1Cc2ccccc2CN1C(=O)c1ccccc1 (stereo not given)	2%	0%	-1%	6%	.	-10%	-5%
CCCC(C)NC(=O)c1nc(-c2ccccc2)n(-c2ccccc2)n1 (stereo not given)	-14%	-1%	2%	-2%	-7	4%	0%
O=C(CN1CCN(S(=O)(=O)c2ccccc2[N+](=O)[O-])CC1)Nc1ccc(N2CCOCC2)cc1	-6%	-4%	-8%	-3%	-2	50%	-4%
COc1ccc([C@H]2CC(=O)C=C(c3ccccc3C(F)(F)F)C2)cc1	4%	-5%	-3%	.	7	-4%	-2%
Cn1ncc(Br)c1C(=O)Nc1ccc(F)cc1F	?	-2%	-13%	4%	-19	-6%	0%

Nothing new here: five of the compounds above.
smiles	AmpC inh detg	TbPYK inhibitor	AMA1 RON2 block	LmPK inh	HCMV inh	AmpC inh no detg	Sm TGR inh
COc1cc(C2C=C(Nc3ccccc3)C(=O)N2c2ccccc2)ccc1O (stereo not given)	?	-11%	-16%	7%	17	-17%	-21%
CC(C)(C)N(Cc1ccccc1)C(=O)COC(=O)c1cccc([N+](=O)[O-])c1	-5%	0%	-3%	7%	-12	28%	-3%
COc1ccccc1NC(=O)CSc1nc2nc(C)cc(C)c2c(=O)[nH]1	?	2%	37%[activator]	-10%	2	-20%	3%
CC(C)CCOP(=O)(c1ccc(N(C)C)cc1)C(O)c1ccc(C(C)C)cc1 (stereo not given)	0%	1%	-20%	6%	-24	75%[activator]	-2%
Cc1cc(NS(=O)(=O)c2ccc(NC(=O)c3cc4cc(Br)ccc4oc3=O)cc2)no1	3%	0%	0%	-1%[11.5 µM]	?	-13%	10%

An excerpt from above in order of SMILES length, ascending.
smiles	AmpC inh detg	TbPYK inhibitor	AMA1 RON2 block	LmPK inh	HCMV inh	AmpC inh no detg	Sm TGR inh
Cn1nnnc1SCC(=O)Nc1cccc([N+](=O)[O-])c1	-8%	-5%	-3%	7%	-68*	-11%	-7%
O=C(c1cc(COc2ccc(-n3cncn3)cc2)on1)N1CCCC1	.	-5%	-6%	.	31	.	.
COc1ccc([C@H]2CC(=O)C=C(c3ccccc3C(F)(F)F)C2)cc1	4%	-5%	-3%	.	7	-4%	-2%
CC(C)CCOP(=O)(c1ccc(N(C)C)cc1)C(O)c1ccc(C(C)C)cc1 (stereo not given)	0%	1%	-20%	6%	-24	75%[activator]	-2%
